bCat nuc transl – beta-catenin nuclear translocation modulation. HeLa beta-catenin nuclear translocation, immunofluorescence imaging. nuclear translocation activity, % at 5 µM. AID 1665. 0.3% of 190,000 active;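 active = nuclear translocation activity above 50% at 5 µM, with a well cell count of 50 or more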;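 also: per-cell ratio of nuclear to cytoplasmic median beta-catenin stain intensity; plate controls were DMSO negative control for no effect and GSK-3 inhibitor IX positive control for full effect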
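Test system: HeLa cells, endogenous beta-catenin; Compound: single 5 µM dose plus 0.02–20 µM confirmation series; Times: compound exposure 24 h at 37°C; Signal: fluorescence imaging of beta-catenin antibody stain plus DAPI; Read-out: % activation, nuclear-to-cytoplasmic median beta-catenin signal ratio per cell.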
TNAP activation fold – stimulation of alkaline phosphatase TNAP activity – biochemical, luminescent, no phosphate acceptor, uHTS, primary screen (AID 1001). purified TNAP, luminescent activation assay, no phosphate acceptor; higher activation fold means a stronger effect. one-dose activation fold at 20 µM; EC50 in µM for titrated hits. 0.03% of 200,000 active; in the data active = activation fold from about 3, or a potency from the dose series; inactive = the rest, 99 in 100 with activation fold below about 1.6; also: many of its hits are not listed in these tables
PMI inhibition – human PMI inhibitors, high substrate, primary screen, biochemical, fluorescence intensity, high mannose 6-phosphate (AID 1220) | 0.66% of 190,000 active | recombinant PMI enzyme, coupled fluorescence intensity; higher % means a stronger effect | inhibition, % at 20 µM; hits with a dose series show IC50 in µM
MT stabilize HCS – stabilizes microtubules in HeLa cells | HeLa tubulin immunostaining HCS, 24 h; share of cells brighter than vehicle mean+2SD | % tubulin-high responders, % at 10 µM | 0.83% of 200,000 active;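 active = plate Z-score above 3 for both tubulin-high and condensed-nucleus cell shares, with cell loss under 80%, at 10 µM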;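 also: anti alpha tubulin signal scored within the nucleus-defined area of each cell; some results filed as inactive read as strong as hits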
Ins promoter up – MIN6 insulin promoter up-regulation | MIN6 insulin promoter-GFP reporter, high-content imaging; stronger effect = higher value | 0.3% of 190,000 active | z-score at 5 µM | AID 1625;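 active = z-score above 3 at 5 µM with at least 500 cells counted in the well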
Hep lipid drop – hepatic lipid droplet formation modulation. inhibition, % at 6.5 µM. AML12 mouse hepatocytes, oleate lipid droplets, BODIPY imaging. 0.4% of 240,000 active;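 active = lipid droplet intensity inhibited by at least 50%, with more than 500 cells counted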
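Assay system: AML12 hepatocytes (mouse); Probe or stimulus: oleic acid at 100 µM to induce lipid droplet formation; Dosing: compound at 6.5 µM only; Schedule: compound with oleate, overnight; Detection: fluorescence imaging, 20x objective, two fields per well; Measure: % inhibition of lipid droplet signal.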
T cell HTS – T cell immune modulators affecting CD8 T cell-vesicle binding | 0.068% of 330,000 active | 2C CD8+ T cell-vesicle binding, flow cytometry; stronger effect = lower value | calls only at 7 µM;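 active = response, share of CD8 T cells binding vesicles, and their 90th percentile fluorescence all below set limits, cut at about 80% in these data, passing the limit was not always enough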
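material = purified 2C TCR transgenic mouse naive CD8+ T cells | controls = Unloaded micro-vesicles (low), QL9 vesicles with 0.7% DMSO (high) | detection = cytometric PE anti-B7-1 and Alexa647 anti-CD8 signals after 1% paraformaldehyde fixation | incubation = binding step 1.5 h, 37 °C, antibody labelling 20 min, ice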
PMI inhibitors – MPI enzyme activity inhibition – biochemical, fluorescence intensity, coupled assay, primary screen (AID 1209). purified PMI enzyme, coupled fluorescence intensity; higher % means a stronger effect. inhibition, % at 20 µM, or IC50 in µM where a hit was titrated. 0.42% of 190,000 active;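 also: plate controls were DMSO vehicle for no effect and wells lacking substrate for full effect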
Autophagy mod – alters autophagy in cells; calls only at 10 µM (by protocol); 0.98% of 190,000 active; MEF GFP-LC3 puncta imaging; test concentration mostly 10 µM;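 active = percentage of spot-positive cells more than 3 SD above its plate mean, without a fluorescence outlier flag or 80% toxicity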;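 also: spot-positive cell cutoff set from DMSO-treated cells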
Ins promoter up cell count – recorded beside Ins promoter up, whose call it bears; cell count; measured here: cytotoxicity, nuclei count;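 total cells summed across four imaged fields per well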
Hep lipid drop cells 6.5 µM – recorded beside Hep lipid drop, whose call it bears; cell count; measured here: cell count, cytotoxicity flag;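 cells counted across two imaged fields per well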
bCat nuc transl cell count 5 µM – also measured in bCat nuc transl; calls as there; cell count; measured here: cell count, cytotoxicity flag
T cell HTS vesicle-bound % – second read-out of T cell HTS, no call of its own (marks repeat the call); double positive events, %; measured here: CD8+ vesicle-bound cell fraction;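 binding gate set so that unloaded-vesicle control wells show 10% double positive cells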
MT stabilize HCS Hoechst-high % – recorded beside MT stabilize HCS, whose call it bears; % Hoechst-high responders; measured here: nuclear condensation Hoechst responders;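 share of cells brighter than vehicle mean plus two SD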
MT stabilize HCS cytotoxicity % – recorded beside MT stabilize HCS, whose call it bears; toxicity, %; measured here: cytotoxicity by cell density;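 0% = mean cell density of plate MIN control wells and 100% = no cells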
Autophagy mod cell loss 18 h – recorded beside Autophagy mod, whose call it bears; toxicity, %; measured here: cell loss, nuclei count;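 cell loss after 18 h compound exposure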
The depositor's hits bear a star; i = inactive; . = not tested or not shown; + = active, no number. Rule as the data show it, unless noted: active = inhibition above about 50%; inactive = the rest.

SMILES | bCat nuc transl | bCat nuc transl cell count 5 µM | TNAP activation fold | PMI inhibition | MT stabilize HCS | MT stabilize HCS Hoechst-high % | MT stabilize HCS cytotoxicity % | Ins promoter up | Ins promoter up cell count | Hep lipid drop | Hep lipid drop cells 6.5 µM | T cell HTS | T cell HTS vesicle-bound % | PMI inhibitors | Autophagy mod | Autophagy mod cell loss 18 h
COC(=O)C1=C(C)N(CCCC(=O)O)C(=O)NC1c1cccs1 (stereo not given) | -3.0 | 589 | 1.1 | 5% | 3.1 | 2.2 | 0.6 | 0.74 | 1324 | -2 | 720 | i | 17 | -1% | i | 3
Cc1ccc(/C=C/C(=O)Nc2ccccc2C(N)=O)cc1 | -0.1 | 919 | 1.1 | 5% | 3.6 | 2.9 | 7.9 | -0.69 | 1310 | 7 | 646 | i | 44 | 5% | i | -3
COc1ccc(/C=C/CN2CCCC(C(=O)c3ccc(OC)c(F)c3)C2)cc1 (stereo not given) | 0.1 | 988 | 1.1 | -8% | 2.5 | 1.9 | 6.8 | -0.94 | 1486 | 2 | 717 | i | 17 | 4% | i | -24
CCn1c(SCC(=O)N2CCN(c3ccc(Cl)cc3)CC2)nc2ccccc2c1=O | . | . | 1.1 | -8% | 2.3 | 3.1 | 51 | -0.39 | 1400 | 9 | 695 | i | 24 | 10% | i | 5
CCOc1ccc(NC(=O)CC2C(=O)NCCN2C(=O)c2ccc(Cl)cc2)cc1 (stereo not given) | -1.3 | 1041 | 1.1 | -3% | 3.0 | 2.4 | 1.6 | -0.07 | 1416 | 1 | 699 | i | 13 | -2% | i | 2
O=C(C1=C[C@@H](c2ccc(C(F)(F)F)cc2)C[C@@H](OCCCCO)O1)N1CCN(Cc2ccc3c(c2)OCO3)CC1 | -0.6 | 1065 | 1 | 12% | 1.8 | 1.3 | 8.2 | -2.3 | 1336 | -4 | 680 | i | 11 | 18% | i | 27
CC1CN(CC(=O)Nc2ccc([N+](=O)[O-])cc2Br)CC(C)O1 (stereo not given) | -1.5 | 1106 | 1.1 | 10% | 6.0 | 3.3 | 8.5 | 0.52 | 1360 | -2 | 674 | i | 63 | 3% | i | -7
COC(=O)Nc1ccc(S(=O)(=O)N2CCC(C(=O)N3CCCCC3C)CC2)cc1 (stereo not given) | 1.1 | 1047 | 1.4 | 4% | 4.0 | 2.6 | 3.5 | -1.1 | 1277 | 10 | 684 | i | 16 | 2% | i | 9
S=c1[nH]nc(CSCCOc2ccccc2)o1 | -0.5 | 1107 | . | . | . | . | . | -0.04 | 1538 | -6 | 731 | i | 46 | . | . | .
COc1ccccc1-c1noc(CCCC(=O)Nc2ccc(C(N)=O)cc2)n1 | -0.3 | 1279 | . | . | . | . | . | 0.25 | 1020 | -18 | 707 | i | 26 | . | . | .
CCOc1ccc(/C(O)=C2\C(=O)C(=O)N(CCOCCO)C2c2ccccc2OC)cc1 (stereo not given) | 1.2 | 1291 | 1 | 2% | 2.0 | 1.7 | 8.5 | -0.37 | 1572 | . | . | i | 10 | -3% | i | 3
CS(=O)(=O)N(CC(=O)N1CCCC1)c1cccc(Cl)c1 | -8.6 | 1020 | 1 | 1% | 3.6 | 2.2 | 8.5 | 0.61 | 1241 | . | . | i | 47 | 0% | i | -6
CCn1nc([N+](=O)[O-])c(C(C#N)c2nc3cc(C(F)(F)F)ccc3s2)c(Cl)c1=O (stereo not given) | -4.9 | 1131 | 0.7 | 18% | 2.6 | 1.3 | 2.1 | 0.86 | 914 | -19 | 726 | i | 5 | 30% | i | -9
Cc1cc(=O)[nH]c(N/N=C/CCc2ccccc2)n1 | -2.1 | 1107 | 1.1 | -10% | 3.4 | 2.0 | 5.7 | 0.05 | 1223 | 4 | 668 | i | 53 | -9% | i | 8
COc1cccc(C(=O)Nc2ccncc2)c1 | 0.2 | 960 | 1 | 1% | 1.9 | 1.2 | 5.6 | 0.74 | 1492 | -2 | 725 | i | 25 | 2% | i | 1
CS(=O)(=O)NCCCCNc1ccc(C(F)(F)F)cc1[N+](=O)[O-] | 1.7 | 896 | 0.9 | -6% | 2.7 | 1.7 | 2.6 | . | . | -29 | 722 | i | 44 | 4% | i | -15
O=C(NCCn1cccc1)c1cccc2ccccc12 | -1.2 | 1074 | 1.1 | 3% | 2.4 | 1.9 | 5.1 | 0.43 | 1237 | -8 | 678 | i | 5 | 10% | i | 1
COc1ccc(/C=C/C(=O)c2c(O)ccc3c(C)cc(=O)oc23)cc1 | -1.9 | 1135 | 1.1 | 2% | 4.9 | 4.5 | 0.6 | -0.02 | 1434 | -9 | 614 | i | 64 | 4% | i | 8
COc1cc(NC(=S)NCCCN2CCOCC2)cc(OC)c1OC | -0.9 | 1517 | 1 | 12% | 2.7 | 1.5 | 0.4 | -0.02 | 1426 | -5 | 710 | i | 49 | 6% | i | 7
Cc1[nH]n(-c2ccccc2)c(=O)c1C(C[N+](=O)[O-])c1ccc(Cl)cc1 (stereo not given) | -2.7 | 529 | 1 | 32% | 3.2 | 3.0 | 4.8 | 0.41 | 1217 | 3 | 588 | i | 44 | 16% | i | 10
COc1ccc(/C=C2/Sc3ccc(C(=O)N4CCc5ccccc5C4)cc3NC2=O)cc1 | 3.3 | 1103 | 1.1 | 13% | 2.0 | 1.8 | 2.0 | 0.05 | 1473 | -22 | 465 | i | 30 | 19% | i | 6
O=C(Nc1cccnc1)c1cc(-c2ccccc2O)on1 | 46 | 634 | . | . | . | . | . | 0.62 | 915 | 12 | 678 | i | 25 | . | . | .
COc1ccc(-n2nc(C(=O)NCC(=O)Nc3ccccn3)c3ccccc3c2=O)cc1 | 1.9 | 1223 | 1.1 | -2% | 3.0 | 1.0 | 8.0 | 0.08 | 1626 | . | . | i | 42 | 3% | i | 14
OC(CN1CCN(Cc2ccccc2)CC1)Cn1c2ccccc2c2ccccc21 (stereo not given) | 0.0 | 1106 | 1.1 | -5% | 3.2 | 2.8 | 8.9 | -2.6 | 1384 | -4 | 622 | i | 44 | -3% | i | 2
Cc1c(Cl)cccc1NS(=O)(=O)c1ccc2c(c1)C1C=CCC1C(c1ccc(C(=O)O)cc1)N2 (stereo not given) | -1.4 | 1159 | 1 | -41% | 0.9 | 1.3 | 1.1 | 0.62 | 1347 | 3 | 659 | i | 15 | -46% | i | 16
CC(=O)Nc1nc(C)c(Cc2ccccc2)c(=O)[nH]1 | 1.9 | 1025 | 1.1 | 8% | 4.6 | 1.9 | 1.6 | -0.07 | 1327 | . | . | i | 4 | 3% | i | 8
CCN(CC)C(=O)CSc1ncnc2c(-c3ccc(OC)cc3)nsc12 | 0.8 | 1522 | 1.1 | . | 2.8 | 3.3 | 1.3 | 0.13 | 1143 | -4 | 683 | i | 23 | . | i | -19
CCn1c(=O)cc(SCC(=O)N2CCN(C(=O)c3ccco3)CC2)c2ccccc21 | -2.6 | 1375 | 1.1 | 0% | 5.8 | 4.5 | 8.6 | 0.33 | 1462 | . | . | i | 31 | 4% | i | -4
Cc1ccc(C)c(NC(=O)C(C)CC2COCCO2)c1 (stereo not given) | -0.1 | 1196 | 0.9 | -15% | 3.4 | 2.1 | 8.1 | 3.5* | 1456* | . | . | i | 46 | -13% | i | 29
CCCCCn1c(S(=O)(=O)O)nc2ccccc21 | 0.1 | 1439 | 1.1 | 4% | 8.0 | 2.4 | 3.6 | 0.55 | 1367 | . | . | i | 28 | 9% | i | 10

Whole records, quoted from the list.
O=C(Nc1cccnc1)c1cc(-c2ccccc2O)on1 is entered as bCat nuc transl = 46; bCat nuc transl cell count 5 µM = 634; TNAP activation fold = .; PMI inhibition = .; MT stabilize HCS = .; MT stabilize HCS Hoechst-high % = .; MT stabilize HCS cytotoxicity % = .; Ins promoter up = 0.62; Ins promoter up cell count = 915; Hep lipid drop = 12; Hep lipid drop cells 6.5 µM = 678; T cell HTS = i; T cell HTS vesicle-bound % = 25; PMI inhibitors = .; Autophagy mod = .; Autophagy mod cell loss 18 h = .
Cc1ccc(C)c(NC(=O)C(C)CC2COCCO2)c1 (stereo not given) is entered as bCat nuc transl = -0.1; bCat nuc transl cell count 5 µM = 1196; TNAP activation fold = 0.9; PMI inhibition = -15%; MT stabilize HCS = 3.4; MT stabilize HCS Hoechst-high % = 2.1; MT stabilize HCS cytotoxicity % = 8.1; Ins promoter up = 3.5*; Ins promoter up cell count = 1456*; Hep lipid drop = .; Hep lipid drop cells 6.5 µM = .; T cell HTS = i; T cell HTS vesicle-bound % = 46; PMI inhibitors = -13%; Autophagy mod = i; Autophagy mod cell loss 18 h = 29

(next part)
SMILES | bCat nuc transl | bCat nuc transl cell count 5 µM | TNAP activation fold | PMI inhibition | MT stabilize HCS | MT stabilize HCS Hoechst-high % | MT stabilize HCS cytotoxicity % | Ins promoter up | Ins promoter up cell count | Hep lipid drop | Hep lipid drop cells 6.5 µM | T cell HTS | T cell HTS vesicle-bound % | PMI inhibitors | Autophagy mod | Autophagy mod cell loss 18 h
O=C1CC(C(=O)Nc2ccc(C(=O)O)cc2)C(c2ccccc2)O1 (stereo not given) | 0.8 | 1416 | 1 | 9% | 2.7 | 1.8 | 9.0 | 0.28 | 1508 | . | . | i | 67 | 3% | i | 5
COc1ccccc1-c1c(C(F)(F)F)oc2cc(OC(=O)c3cccc([N+](=O)[O-])c3C)ccc2c1=O | -1.0 | 1349 | 1 | 17% | 1.1 | 1.5 | 9.3 | -0.62 | 1579 | . | . | i | 31 | 19% | i | 3
Cc1c(NC(=O)c2cc3ccccc3oc2=O)c(=O)n(-c2ccccc2)n1C | -1.8 | 1090 | 0.9 | -5% | 2.6 | 0.9 | 5.2 | 1.2 | 929 | -8 | 678 | i | 19 | -3% | i | -14
O=C(CSc1nc2ccccc2n1CC(=O)N1CCCC1)Nc1nccs1 | . | . | 1.1 | 2% | 3.4 | 2.4 | 5.9 | 0.68 | 1154 | -3 | 715 | . | . | 7% | i | 1
CCOc1ccc(NC(=O)c2cc(Cl)nc3ccccc23)cc1 | -0.4 | 1298 | . | . | . | . | . | -0.64 | 1053 | 26 | 712 | i | 14 | . | . | .
C=CCNCCCCOc1ccc(OCc2ccccc2)cc1 | -0.2 | 1437 | 1.1 | -4% | 4.6 | 0.9 | 8.6 | -0.45 | 1245 | 27 | 706 | i | 57 | -3% | + | -5.6*
